Bioassay records from PubChem.
PV pol inh: poliovirus RNA polymerase inhibition | P03300 | poliovirus polymerase elongation, fluorescence polarization; stronger effect = lower value | % elongation, % (compound at 16.7 µg/mL) | hit rate 0.66% among 150,000 | AID 588519; in the data active = % elongation below about 90%; note: some results filed as inactive read as strong as hits
Target sequence (P03300 1749-2209 limits assumed): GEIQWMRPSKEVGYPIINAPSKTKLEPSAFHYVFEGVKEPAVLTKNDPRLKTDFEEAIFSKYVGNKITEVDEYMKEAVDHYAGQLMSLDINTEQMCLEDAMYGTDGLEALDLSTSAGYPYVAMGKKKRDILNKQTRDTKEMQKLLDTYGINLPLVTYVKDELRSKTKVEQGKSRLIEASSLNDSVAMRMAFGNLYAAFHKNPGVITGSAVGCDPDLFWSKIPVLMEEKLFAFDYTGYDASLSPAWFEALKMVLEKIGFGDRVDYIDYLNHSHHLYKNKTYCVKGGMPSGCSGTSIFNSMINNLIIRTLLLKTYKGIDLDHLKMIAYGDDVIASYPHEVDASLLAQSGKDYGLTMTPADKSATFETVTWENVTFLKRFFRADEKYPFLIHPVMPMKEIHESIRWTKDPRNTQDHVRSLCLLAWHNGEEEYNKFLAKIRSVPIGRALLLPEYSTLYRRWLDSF
PV pol inh FP z-score: further read-out of PV pol inh, marked with its call; z-score; measured here: FP z-score; hits read low
* hit, by the source's call. Not all compounds are listed; count on the stated rates, not on these rows.

item | Structure | PV pol inh | PV pol inh FP z-score
1 | COCCN1CN(Cc2ccco2)CC2=C1CC(c1ccccc1)CC2=O (stereo unspecified) | 99 | -0.8
2 | COc1ccccc1CN1C(=O)NC(CCc2ccccc2)C1=O (stereo unspecified) | 103 | 0.4
3 | CCc1ccccc1N1C(=N)SC2CS(=O)(=O)CC21 (stereo unspecified) | 99 | -0.2
4 | CSc1ccc(/C=C/c2nc3ccccc3c(=O)n2-c2cccc(Cl)c2C)cc1 | 110 | 0.4
5 | CCOc1ccc(NC(=O)Cn2c(=O)n(CCCC(=O)NCCc3ccc(Cl)cc3)c(=O)c3ccccc32)cc1 | 102 | -1.1
6 | CCCCNC(=O)Cn1cc(C(F)(F)F)ccc1=O | 104 | 0.1
7 | N/C(=N\OC(=O)Cc1cccs1)c1ccccc1 | 99 | -0.2
8 | Cc1cc(SCC(=O)Nc2ccccc2)c2ccccc2n1 | 89* | -1.7*
9 | CCOc1ccc(NC(=O)C2CC2)cc1 | 99 | -0.1
10 | O=C(N/N=C/c1ccccc1)C1COc2ccccc2O1 (stereo unspecified) | 97 | -0.4
11 | N#C/C(=C(/O)CN1CCCC1)c1nc(-c2ccccc2)cs1 | 116 | 1.3
12 | CCC(=O)Nc1sc2c(c1C#N)CCCC2 | 103 | 0.2
13 | CN(C)Cc1ccc(CNCc2ccccc2OC(F)F)cc1 | 100 | -0.3
14 | Cc1ccc(Cl)cc1NC(=O)CSc1nc2ccccc2c2nc(-c3ccccc3)nn12 | 105 | -0.2
15 | CC(OC(=O)C1(c2cccc(F)c2)CCCC1)C(N)=O (stereo unspecified) | 96 | -1.1
16 | Cc1ccc(CNC(=O)Cn2ncc3c([nH]c4ccc(C)cc43)c2=O)cc1 | 103 | 0
17 | COC(=O)c1ccsc1N1C(=O)c2ccccc2C1=O | 105 | 0.3
18 | CC(C)N(C(=O)Cn1cc(SCC(=O)N2CCOCC2)c2ccccc21)C(C)C | 100 | -0.9
19 | CCCn1c(SC(C)C(=O)c2ccc(NS(C)(=O)=O)cc2)n[nH]c1=O (stereo unspecified) | 105 | 0.2
20 | CCOc1ccc(-c2nc(CSCC(=O)NCc3ccc(C)cc3)c(C)o2)cc1 | 101 | -0.8
21 | CCN1CCN(CCCNC(=O)Cn2c(-c3cccs3)cc3ccccc32)CC1 | 112 | 0.3
22 | Cc1c(Cl)cccc1NC1=NS(=O)(=O)c2ccccc21 | 108 | 0.5
23 | O=C(/C=C/c1ccccc1Cl)N1CCCCC1 | 102 | 0.1
24 | Cc1cc(-c2nn(C)c(=O)c3ccccc23)cc(C)c1O | 109 | 0.6
25 | OC1CCCN(CC(O)COc2ccc3ccccc3c2)C1 (stereo unspecified) | 92 | -1.9
26 | Cc1cc(C)c2nc(NCCNC(=O)C3CCCCC3)c(C#N)cc2c1 | 99 | -0.9
27 | COc1ccc(-c2nc3scc(CCNS(=O)(=O)c4cccc(C(C)=O)c4)n3n2)cc1 | 109 | 0.5
28 | CCOC(=O)C(C)Oc1ccc2c(C)cc(=O)oc2c1 (stereo unspecified) | 103 | 0.4
29 | Cc1nn(CCC(=O)Nc2cccc(C#N)c2)c(C)c1S(=O)(=O)N1CCCCC1 | 101 | -1.3
30 | Cc1ccc(NC(=O)c2ccc3c(=O)n4nc(Nc5ccccc5C)sc4nc3c2)cc1C | 112 | 0.8
31 | Cc1ccsc1C(=O)OCC1CCCO1 (stereo unspecified) | 100 | -0.5
32 | Cc1ccc(S(=O)(=O)Nc2c(C)n(C)n(-c3ccccc3)c2=O)cc1 | 103 | 0.3
33 | Cc1cccc(N2CCN(C(=O)c3ccc4c(c3)N(Cc3cccc(Cl)c3)C(=O)c3ccccc3S4=O)CC2C)c1 (stereo unspecified) | 106 | 0.1
34 | Fc1cccc(-c2nnn3c2nc(NCc2ccc4c(c2)OCO4)c2ccccc23)c1 | 106 | 0.6
35 | Cc1ccc(NC(=O)Cc2nc(COC(=O)C3CC(=O)N(Cc4ccco4)C3)cs2)cc1 (stereo unspecified) | 106 | 0.6
36 | Cc1cc(C)nc(N/N=C/C2=C(O)CC(C)(C)CC2=O)n1 | 105 | 0.3
37 | CC1=CC(c2ccoc2)c2c(oc(N)c(C#N)c2=O)S1 (stereo unspecified) | 97 | -0.3
38 | Cn1c(N)c(NC2CC(C)(C)NC(C)(C)C2)c(=O)[nH]c1=O | 97 | -1
39 | CC(Oc1ccccc1)C(=O)Nc1c[nH]c(=O)[nH]c1=O (stereo unspecified) | 103 | 0.4
40 | CC(=O)Nc1cc(NC(C)=O)cc(C(=O)OCC(=O)N2CC(C)OC(C)C2)c1 (stereo unspecified) | 103 | 0.1

From compound 33 to 35, copied from above:
item | Structure | PV pol inh | PV pol inh FP z-score
33 | Cc1cccc(N2CCN(C(=O)c3ccc4c(c3)N(Cc3cccc(Cl)c3)C(=O)c3ccccc3S4=O)CC2C)c1 (stereo unspecified) | 106 | 0.1
34 | Fc1cccc(-c2nnn3c2nc(NCc2ccc4c(c2)OCO4)c2ccccc23)c1 | 106 | 0.6
35 | Cc1ccc(NC(=O)Cc2nc(COC(=O)C3CC(=O)N(Cc4ccco4)C3)cs2)cc1 (stereo unspecified) | 106 | 0.6

Single records, from the list above. Order of screens: PV pol inh | PV pol inh FP z-score
CSc1ccc(/C=C/c2nc3ccccc3c(=O)n2-c2cccc(Cl)c2C)cc1 across the screens: 110 | 0.4
Fc1cccc(-c2nnn3c2nc(NCc2ccc4c(c2)OCO4)c2ccccc23)c1 across the screens: 106 | 0.6
CCOc1ccc(NC(=O)Cn2c(=O)n(CCCC(=O)NCCc3ccc(Cl)cc3)c(=O)c3ccccc32)cc1 across the screens: 102 | -1.1
Cc1cc(C)c2nc(NCCNC(=O)C3CCCCC3)c(C#N)cc2c1 across the screens: 99 | -0.9
CCCCNC(=O)Cn1cc(C(F)(F)F)ccc1=O across the screens: 104 | 0.1

Other records follow.
item | Structure | PV pol inh | PV pol inh FP z-score
41 | Cc1ccc(NC(=O)CSc2ccnc(=O)[nH]2)cc1 | 101 | -0.5
42 | C/C(=N\NC(=O)c1ccc(Br)o1)c1ccc(N)cc1 | 100 | 0
43 | CCn1c2ccccc2c2cc(C=Nc3ccc(OC)cc3)ccc21 | 103 | 0
44 | O=C(CSc1cn(CC(=O)N2CCCC2)c2ccccc12)Nc1ccccc1 | 102 | 0.1
45 | O=c1[nH]c(=S)[nH]c(O)c1C=Nc1cc(C(F)(F)F)cc(C(F)(F)F)c1 | 107 | 0.3
46 | Cc1ccc(C(O)c2ccccc2)s1 (stereo unspecified) | 103 | 0.4
47 | O=C1c2oc3ccc(F)cc3c(=O)c2C(c2cccc([N+](=O)[O-])c2)N1CCCN1CCOCC1 (stereo unspecified) | 103 | -0.6
48 | O=C(O)c1cnc(N2CCCC2)nc1 | 105 | 1.4
49 | O=S(=O)(NCCc1ccccc1)c1ccc(F)cc1 | 103 | 0.2
50 | CC(C)(C)c1cc(N)ncn1 | 99 | -1.1
51 | CN(C(=O)COc1ccc2ccc(=O)oc2c1)C1CCCCC1 | 100 | -0.2
52 | CC(C)(C)C(=O)OCc1nc(-c2ccc(C(F)(F)F)cc2)cs1 | 90 | -2.3
53 | COc1ccc(-c2noc(CSc3nnc(Cc4ccccc4)n3-c3ccc(F)cc3)n2)cc1 | 113 | 1.7
54 | COc1ccc(OC)c(CCNC(=O)c2ccc3c(c2)c(C)c(C)n3Cc2ccccc2)c1 | 112 | 1.3
55 | O=C(CSc1nc(-c2ccccc2)cc(=O)[nH]1)c1ccc(Cl)s1 | 102 | -0.1
56 | CCn1c(=O)n(-c2ccc3c(c2)OCO3)c2nc(-c3ccc(C(C)C)cc3)nc(C(N)=O)c21 | 102 | -1.5
57 | O=C(CN1C(=O)S/C(=C/c2ccc(Cl)cc2)C1=O)NC1CCCCC1 | 100 | -0.5
58 | c1nc(N2CCCC2)c2ccsc2n1 | 104 | 0
59 | NC(=O)CSc1nnc(CSc2nc3ccccc3s2)n1Cc1ccccc1 | 103 | 0
60 | CCC(=O)N1CCc2cc(S(=O)(=O)NCCC(=O)Nc3ccc(C)cc3)ccc21 | 105 | 0.2
61 | Cc1ccc2nc(SCC(=O)N(C)c3ccccc3)nc(=O)n2c1 | 98 | -1.8
62 | CN(C)c1nc(N)nc(-c2ccco2)n1 | 98 | -0.6
63 | N#C/C(=C\c1ccccc1)C(=O)N1C(=O)c2ccccc2S1(=O)=O | 96 | -0.5
64 | Fc1cccc(Cl)c1-n1cccc1 | 100 | -0.4
65 | CC1=NCCN1S(=O)(=O)c1c(C(C)C)cc(C(C)C)cc1C(C)C | 103 | -0.1
66 | CC1CCCCC1NC(N)=O (stereo unspecified) | 101 | -0.1
67 | Cc1ccc2onc(CC(=O)NC3CCCCC3)c2c1 | 102 | -0.6
68 | COc1ccc(-c2cn3ccccc3n2)cc1 | 104 | 0.4
69 | O=S(=O)(O)CCS | 97 | -0.5
70 | O=C(Nc1ccccc1)Nc1nc(=O)c2ccccc2s1 | 105 | 0.2
71 | CC(C)CNC(=S)N(C)N | 105 | 0.3
72 | Cc1nc2cc(C(=O)N3CCN(C)CC3)ccc2n1-c1ccccc1 | 103 | 0.5
73 | CCOCCCNC(=O)CN1C(=O)COc2ccc(S(=O)(=O)N3CCCC3)cc21 | 101 | -1.3
74 | CCN(CCS(=O)(=O)c1ccc(Cl)cc1)C(=O)Nc1ccc(Cl)cc1 | 108 | 0.7
75 | CCC1CSC(Nc2ccc(C)cc2)=N1 (stereo unspecified) | 103 | 0
76 | Cc1cccc(N2CCN(C(=O)Cn3ncc4c5ccccc5n(C)c4c3=O)CC2)c1C | 110 | 0.2
77 | N#CC(C#N)=C1CCCN1C(=O)c1ccccc1 | 105 | 0.6
78 | CCc1cccc(C)c1NC(=O)CCCn1nc(C)c2sc3ccccc3c2c1=O | 110 | 0.1
79 | O=C(NCCN1CCCC1)C1c2ccccc2Oc2ccccc21 | 99 | -0.8
80 | CCOc1ccc(OCC)c(NC(=O)CCS(=O)(=O)c2ccc(C)cc2)c1 | 102 | 0.3
81 | CCc1ccc(S(=O)(=O)NCCc2cn3ccsc3n2)cc1 | 108 | 0.3
82 | CC(NC(=O)c1ccc2c(c1)OCO2)c1ccccc1 (stereo unspecified) | 102 | -0.3
83 | CCCCC1(O)CC(C)N(C)CC1C (stereo unspecified) | 101 | -0.1
84 | OC1C2(c3ccccc3)CN3CN(C2)CC1(c1ccccc1)C3 (stereo unspecified) | 101 | -0.6
85 | Cc1oc2ccc(O)cc2c1C(=O)O | 102 | 0.3
86 | Cc1ccccc1NC(=O)Cc1nc(COC(=O)c2nccnc2N)cs1 | 105 | 0.4
87 | NC(=O)c1ccccc1N=Cc1ccc2ccccc2c1 | 104 | 0.2
88 | COC(CNC(=O)/C=C1\Sc2ccccc2NC1=O)OC | 101 | -0.6
89 | Cc1cc2c(cc1S(=O)(=O)Nc1ccc(C(C)C)cc1)OCCN2C | 111 | 1.1
90 | Cc1ccc(C(=O)NC2CCCCCCC2)cc1S(=O)(=O)N1CCOCC1 | 111 | 0.6
91 | COc1cc(CNc2ccccc2)ccc1OCC(N)=O | 105 | 0.3
92 | COc1ccc(-c2nc3sc(CCNC(=O)c4cccc(C(F)(F)F)c4)c(C)n3n2)cc1 | 105 | -0.4
93 | CCCn1c(SCc2csc(NC(C)=O)n2)n[nH]c1=O | 105 | 0.5
94 | Cc1cc(-n2nc3ccccc3n2)c2oc(SCC(=O)NC(C)(C)C)nc2c1 | 99 | -0.8
95 | Cc1cc(C)cc(Oc2nc3c(c(=O)n(C)c(=O)n3C)n2Cc2ccc(F)cc2)c1 | 108 | 0.5
96 | CC(=O)NCc1ccc(C(=O)COC(=O)CSc2ncnc3sccc23)o1 | 110 | 1.7

Carrying on:
item | Structure | PV pol inh | PV pol inh FP z-score
97 | CCOC(=O)c1ccc(CN)cc1 | 101 | -0.1
98 | COc1ccc2cc(C(C)C(=O)Nc3ccc(N4CCN(C)CC4)cc3)ccc2c1 (stereo unspecified) | 97 | -0.5
99 | O=C(CSc1nnc(-c2ccccc2)n1-c1ccccc1)N1CCCC1 | 101 | 0.1
100 | COc1cccc(-n2c(N)cc(=O)nc2SCC(=O)N2CCN(c3ccccc3)CC2)c1 | 106 | 1.3
101 | O=C(CCCN1C(=O)C(c2ccccc2)Oc2cccnc21)Nc1ccc(Br)cc1F (stereo unspecified) | 106 | -0.2
102 | CCc1[nH]c(=S)[nH]c(=O)c1C#N | 101 | -0.5
103 | NS(=O)(=O)c1ccc(NC(=O)c2cnc3ccccn3c2=O)cc1 | 99 | -1.4
104 | S=C(Nc1ccc(Cl)cc1Cl)N1CCCC1c1cccs1 (stereo unspecified) | 103 | -0.1
105 | CCOC(=O)c1ccc(N2C(=O)c3n[nH]c(-c4cccs4)c3C2c2cccc(F)c2)cc1 (stereo unspecified) | 106 | -0.5
106 | COc1ccc(N2CCN(C(=O)c3ccc4c(c3)N(Cc3ccc(F)cc3)C(=O)c3ccccc3S4=O)CC2)cc1 (stereo unspecified) | 108 | 0.4
107 | CC(C)N(C(=O)Cn1c(-c2cccnc2)ccc(C#N)c1=O)C(C)C | 99 | -0.9
108 | CCCSc1ncc(Cl)c(C(=O)Nc2ccc(S(=O)(=O)N3CCC(C)CC3)cc2)n1 | 112 | 1.6
109 | Cc1cc(NS(=O)(=O)c2ccc(NC(=O)COc3ccc(Cl)cc3)cc2)nc(C)n1 | 108 | 1
110 | N#CCSc1cn(CC(=O)N2CCCC2)c2ccccc12 | 99 | -0.6
111 | COc1ccc(OC)c(S(=O)(=O)NC2CC(=O)N(c3ccc(C)c(C)c3)C2)c1 (stereo unspecified) | 106 | 1.6
112 | O=C(Nc1ccc(OC(F)(F)F)cc1)N1CCC(O)CC1 | 108 | 0.4
113 | CCn1c(-c2cccs2)c(CNC(=O)Nc2ccc3c(c2)OCCO3)c2ccccc21 | 108 | 2.8
114 | COc1ccccc1Cc1nc2ccccc2nc1SCC(=O)Nc1ccc2c(c1)OCO2 | 108 | 0.5
115 | CCCNC(=O)c1ccc2c(c1)N(Cc1ccc(F)cc1)CCS2 | 104 | 1.3
116 | CC(OC(=O)C12CC3CC(CC(O)(C3)C1)C2)C(=O)N(C)c1ccccc1 (stereo unspecified) | 103 | 0.2
117 | Cc1cc2c(cc1S(=O)(=O)NCc1ccccc1)n(C)c(=O)c(=O)n2C | 102 | 0
118 | COc1ccc(CC(=O)Nc2ccc(-c3nc4ccccc4s3)cc2Cl)cc1 | 100 | -1.7
119 | CC(=O)N1CCCc2cc(S(=O)(=O)N(C)CC(=O)Nc3ccc(Cl)cc3C)ccc21 | 103 | -0.9
120 | CN(C)C(=O)COc1ccc2c(-c3ccccc3)cc(=O)oc2c1 | 102 | 0.2
